D2 potentiator: positive allosteric modulators of human D2 dopamine receptor. AID 485347. HEK293 T-REx D2, calcium flux, EC20 dopamine potentiation. potentiation, % at 10 µM. P14416. hit rate 0.34% among 340,000;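 active = potentiation over 3 SD above the plate norm, cut at about 30% in these data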; note: 0% is about no effect
Target sequence (P14416 whole entry, looked up): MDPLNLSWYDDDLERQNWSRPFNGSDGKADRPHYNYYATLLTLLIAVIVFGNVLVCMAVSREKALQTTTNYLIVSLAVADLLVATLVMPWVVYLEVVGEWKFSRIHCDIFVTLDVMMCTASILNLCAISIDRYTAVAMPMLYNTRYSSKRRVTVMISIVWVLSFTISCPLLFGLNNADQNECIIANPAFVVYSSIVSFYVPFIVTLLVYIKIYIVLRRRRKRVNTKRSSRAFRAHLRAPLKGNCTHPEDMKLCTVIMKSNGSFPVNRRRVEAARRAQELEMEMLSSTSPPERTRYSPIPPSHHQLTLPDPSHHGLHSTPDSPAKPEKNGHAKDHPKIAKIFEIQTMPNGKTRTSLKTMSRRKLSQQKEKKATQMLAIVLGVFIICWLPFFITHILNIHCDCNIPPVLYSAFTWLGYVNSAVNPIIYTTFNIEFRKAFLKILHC
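Cells plated with tetracycline inducer and held overnight at 30 C; calcium dye loaded 30–90 min at room temperature; baseline taken, compound added and read 180 s; EC20 dopamine then added and read 180 s.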
Vif-A3F inh: blocks the Vif interaction with APOBEC3F. hit rate 0.2% among 390,000. HeLa A3F-eYFP + Vif (tagged APOBEC3F with the HIV-1 protein that degrades it), YFP fluorescence increase. Potency, µM (titrated, usually from 46.1 µM), for inactives: at the top dose activity, negative = active. AID 602313; note: potency is the fitted concentration of half-maximal effect; % of control where 0% means no effect; nearly all actives have a fitted effect of over 65% in size
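Fluorescence increase (Ex 488/Em 500-530) after overnight compound treatment at 37 deg C flags inhibition of Vif-driven A3F-eYFP loss in stable HeLa A3F-eYFP/Vif cells seeded overnight beforehand.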
GRP78 ERSR act: ER stress response induction in glioma; U87-MG GRP78 promoter luciferase reporter, 16 h; Potency, µM, without a hit: at the highest dose activation, hits mostly activators; hit rate 0.02% among 420,000; AID 602332; note: potency is the fitted concentration of half-maximal effect; series mostly up to about 76 µM; % of control where 0% means no effect; nearly all actives have a fitted effect of over 35% in size
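Stably transfected U87-MG human glioma cells carrying a GRP78-based luminescent sensor were seeded at 1000 cells/well, pin-dosed with compounds and incubated 16 h. Luciferase reagent was then added, and end-point luminescence was read after 10 min at room temperature.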
D1 potentiator: human D1 dopamine receptor positive modulation. potentiation, % at 10 µM. HEK293 TREx D1 cells, calcium flux, dopamine EC20 potentiation. hit rate 0.036% among 360,000. P21728; in the data active = potentiation above about 30%; note: 0% is about no effect
Target sequence (P21728 whole entry, looked up): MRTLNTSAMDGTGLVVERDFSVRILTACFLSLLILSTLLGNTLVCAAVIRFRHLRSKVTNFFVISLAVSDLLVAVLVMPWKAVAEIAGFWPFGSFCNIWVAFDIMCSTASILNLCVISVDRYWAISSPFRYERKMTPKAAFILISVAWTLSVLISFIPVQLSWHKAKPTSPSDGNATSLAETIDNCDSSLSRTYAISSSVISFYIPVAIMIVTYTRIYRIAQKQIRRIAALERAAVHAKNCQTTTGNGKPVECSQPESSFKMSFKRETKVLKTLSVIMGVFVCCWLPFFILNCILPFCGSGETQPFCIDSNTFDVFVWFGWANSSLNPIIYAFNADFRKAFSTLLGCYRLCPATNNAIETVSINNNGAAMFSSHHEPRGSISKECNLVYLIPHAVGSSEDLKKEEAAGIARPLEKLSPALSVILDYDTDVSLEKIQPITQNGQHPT
Vif-APOBEC3G blk: Vif-A3G binding inhibition. Q9HC16. HeLa A3G-eYFP + Vif (tagged APOBEC3G with the HIV-1 protein that degrades it), YFP fluorescence, overnight. Potency, µM (doses to about 46.1 µM), inactives show at the highest dose activity, negative = active, actives largely listed as inhibitors. hit rate 0.076% among 410,000;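 note: potency is the fitted concentration of half-maximal effect; % is set by controls: 0 for no effect and ±100 for the full control effect; nearly all actives have a fitted effect of over 60% in size; hits raise eYFP signal because A3G escapes Vif-driven loss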
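HeLa cells stably expressing Vif and C-terminally eYFP-tagged A3G, seeded overnight at 37 deg C, then exposed to compound by pintool overnight at 37 deg C. Rise in yellow fluorescence (Ex 488/Em 500-530, Acumen) marks blocked Vif-driven A3G degradation.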
LDHA inh: inhibitors of human lactate dehydrogenase A; P00338; purified LDHA, NADH/diaphorase-resazurin fluorescence; active compounds read low; activity change, % (values are at about 110 or 230 µM); hit rate 0.15% among 480,000; AID 1347041; in the data active = activity change below about -30%; inconclusive = mostly about -25% to -30%;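 note: plate controls were DMSO wells for no effect and wells without enzyme for full effect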
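Resorufin fluorescence (ex540/em590), read at 0 and 20 min after diaphorase/resazurin addition, reports the NADH left after a 5 min room-temperature reaction of 2 nM human LDH5 with 0.06 mM NADH and 0.2 mM pyruvate.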
D1 antagonist: antagonists of human D1 dopamine receptor | activity change, negative = inhibition, % at 10 µM | AID 504652 | HEK293 TREx D1 cells, calcium flux, dopamine EC80; active compounds read low | P21728 | hit rate 3.2% among 360,000; in the data active = activity change below about -30%; note: % is set by controls: 0 for no effect and ±100 for the full control effect
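Calcium flux readout: force-coupled, inducible Hek293 Trex D1 line, cells induced overnight at 30 C with tetracycline, dye-loaded 30–90 min at RT. Antagonism scored against EC80 dopamine challenge given 180 s after compound.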
RXFP1 ag: RXFP1 (human) receptor agonism; AID 2676; Q9HBX9; Potency, µM (series often up to 57.5 µM), inactives show top-dose activation, hits mostly activators; HEK293T-RXFP1 cAMP TR-FRET, 30 min; response scale: percent of porcine relaxin response, buffer zero; hit rate 0.3% among 370,000; note: potency is the fitted concentration of half-maximal effect; % is set by controls: 0 for no effect and ±100 for the full control effect; nearly all actives have a fitted effect of over 60% in size; many of its hits are not listed in these tables
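HEK293T cells stably expressing RXFP1 were pretreated with the PDE4 inhibitor Ro 20174, exposed to compounds for 30 min at 37C, lysed, and cAMP was read by TR-FRET. Data normalized to buffer (basal) and 29 nM porcine relaxin (100%).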
D1 agonist: human D1 receptor agonism; hit rate 1% among 360,000; HEK293 T-REx D1 cells, calcium flux, agonist mode; activation, % at 2 µM; P21728; in the data active = activation above about 30%; note: 0% is about no effect
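Inducible HEK293 T-REx D1 cells, force-coupled to calcium signalling, were plated at 4000 cells/well with tetracycline and held overnight at 30 C. After no-wash calcium dye loading, compound-evoked calcium rise over 180 s flagged agonists.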
An asterisk follows results filed as active; ? = inconclusive; · = no result given; & = joins results of further samples. Unless noted, calls come from the whole dose curve; as a rule, active = well fitted curve in the direction sought with a large enough effect; inconclusive = small, poorly fitted or top-dose-only effect, or another doubt; inactive = no such curve, though single readings can be large; an effect the other way counts as inactive or inconclusive. An excerpt (hit frequency here may not be typical).

SMILES	D2 potentiator	Vif-A3F inh	GRP78 ERSR act	D1 potentiator	Vif-APOBEC3G blk	LDHA inh	D1 antagonist	RXFP1 ag	D1 agonist
Cc1ccc(Cl)cc1N1CCN(C(=O)CCc2nnc3n(C)c(=O)c4ccccc4n23)CC1	-6	3%	-2%	-6	5%	-5	0	0.1%	-1
Brc1ccc([C@H]2CN3CCSC3=N2)cc1	·	-1%	-1%&1%	·	2%	-14	·	·	·
O=S(=O)(Cc1ccccc1)N1CCN(Cc2c(F)cccc2Cl)CC1	9	-7%	-3%	-6	3%	3	6	2.1%	2
CCN(C[C@H]1N[C@@](Cc2ccccc2)(C(=O)OC)[C@H]2C(=O)N(C)C(=O)[C@@H]12)C(=O)COC	·	3%	-4%	·	2%	-1	·	·	·
Cc1ccc(S(=O)(=O)N2CCOCC2)cc1C(=O)OC(C)C(=O)NC1CCCC1 (centres undefined)	-7	6%	-1%	·	-5%	-6	-8	3.4%	5
CC(C)N1CCN(Cc2coc3ccccc3c2=O)CC1CCO (centres undefined)	-8	2%	-6%	2	1%	0	11	0.3%	5
CCOC(=O)C1=C(CS(=O)(=O)c2ccccc2)NC(=O)NC1c1ccccc1OC (centres undefined)	-3	15%	-2%	-1	4%	-7	0	0.9%	0
CCOC(=O)C1=CN(Cc2ccco2)S(=O)(=O)NC1c1ccc(Br)cc1F (centres undefined)	·	3%	-1%	·	-1%	-2	·	·	·
COc1ccc(CNC(=O)C2CCCN(S(=O)(=O)c3ccc(F)cc3)C2)cc1 (centres undefined)	2	-23%	-4%	-1	0%	-10	-14	0.1%	4
CCCCn1cnc(C(=O)OCC)c1N	-19	0%	2%	-11	-8%	-5	-28	0.9%	0
COc1ccc(C(=O)Nc2ccc3nc(C)sc3c2)cc1S(=O)(=O)N1CCOCC1	·	-2%	-2%	·	-1%	1	·	·	·
CN1CCN(C(=O)CN(c2cc(C(F)(F)F)ccc2Cl)S(C)(=O)=O)CC1	1	-5%	-4%	2	-2%	-1	-6	9.1%	0
COc1ccc(CCNC(=O)C2Cc3ccccc3C(=O)O2)cc1 (centres undefined)	9	-6%	-8%	4	-1%	-3	-4	2.7%	2
COc1ccccc1NC(=O)COC(=O)c1ccccc1SCC(=O)N1CCCC1	1	-12%	-5%	-3	-5%	-4	-8	?	-1
COC(=O)c1sc(NC(=O)c2ccc([N+](=O)[O-])o2)c(C#N)c1C	6	-3%	?	-1	?	0	-24	-1.4%	18
COC(=O)c1ccc(C)c(N(CCO)CCO)c1	1	0%	-3%	-7	0%	2	-43*	0.3%	1
COc1ccc2nc(N3CCCCC3)c(C#N)cc2c1	3	-19%	5%	3	-7%	8	4	1.7%	8
CCOC(=O)C(=O)Nc1ccccc1C#N	3	1%	-4%	-3	1%	-7	-19	2.1%	-1
COc1ccc(-c2nnn(CC(=O)NCc3ccccc3)n2)cc1OC	4	-9%	-1%	-6	-1%	-3	25	0.8%	-1
COc1ccc(CNc2nc3c(c(=O)[nH]c(=O)n3C)n2CCCc2ccccc2)cc1	-5	-2%	1%	-1	2%	-2	13	3.2%	0
CCn1cc(C(=O)NCc2cccs2)c(=O)c2cc(S(=O)(=O)N3CCOCC3)ccc21	16	-2%	-3%	-6	-3%	0	-5	4.2%	1
O=C(Cn1cc(C(F)(F)F)ccc1=O)Nc1ccccc1	8	-2%	11%	4	0%	-6	11	0.7%	2
O=C(Nc1c(-c2ccc(F)cc2)nc2ccccn12)c1ccc(F)cc1	2	?	2%	8	-2%	-5	4	2.3%	3
Cc1ccc2nc(SCC(=O)Nc3cccc(S(=O)(=O)N(C)C)c3)[nH]c2c1	-27	4%	0%	-6	-8%	0	-4	-0.4%	1
O=C(CSCc1ccccc1)N/N=C/c1ccccc1OCc1ccccc1	12	-1%	-3%	2	-8%	-1	8	0.5%	-1
CCc1ccc2occ(CC(=O)Nc3ccc(OC)c(Cl)c3)c2c1	14	·	-1%	0	-3%	-4	-5	-1.1%	-3
Nn1c(SCC(=O)NC2CCS(=O)(=O)C2)nc2scc(-c3ccccc3)c2c1=O (centres undefined)	-17	-8%	-1%	-8	-7%	-4	17	0.6%	4
O=S1(=O)CC(O)C(N2CCC(c3ccccc3)CC2)C1 (centres undefined)	-12	-10%	-3%	-8	-2%	-3	13	0.1%	1
CC(NCC(=O)Nc1ccccc1C(=O)NC1CC1)c1cccc(C(F)(F)F)c1 (centres undefined)	11	-1%	-2%	-2	-3%	-2	-6	0.7%	4
CC(=O)N(C)c1ccc(NCc2cc(=O)oc3cc(C)c(O)cc23)cc1	-2	-8%	0%	-1	0%	-6	-1	1.2%	3
CN1CCN(c2nc3ccccn3c(=O)c2C=O)CC1	-4	7%	-6%	-3	1%	-10	17	8.3%	2
COc1cc(CNc2ccc(N3CCN(C(C)=O)CC3)cc2)ccc1OCc1ccccc1	3	5%	4%	-1	-2%	18	-25	0.4%	9
CCOc1ccc(C(=O)NCCc2sc(-c3ccc(F)cc3)nc2C)cc1	-6	2%	-2%	0	-1%	1	-17	1.6%	16
O=C(CCN1C(=O)c2ccc([N+](=O)[O-])cc2C1=O)Nc1ccc(O)cc1C(=O)O	17	3%	-4%	-2	3%	-5	2	-1.0%	-2
CN1CCc2cc3c(c4c2C1CC41CCC(=NO)CC1)OCO3 (centres undefined)	1	0%	-3%	-9	1%	11	44	0.9%	5
Cc1csc(SCC(=O)Nc2cc(C(N)=O)cc(C(N)=O)c2)n1	·	-11%	-3%	·	1%	-11	·	·	·
CCOC(=O)c1ccc(N2Cc3ccccc3C2=NC(=O)c2cccc([N+](=O)[O-])c2)cc1	·	-6%	10%	·	1%	0	·	·	·
Cc1ccc(S(=O)(=O)Nc2cc(=O)[nH]c(SCc3ccccc3Cl)n2)cc1	10	1%	-3%	-8	-10%	-4	-32*	-0.7%	12
CCCCN(CC)CCCNC(=S)Nc1ccc2nc3n(c(=O)c2c1)CCCCC3	-31	11%	-1%	4	1%	-3	14	1.6%	0
O=C(NCc1ccc2c(c1)CCN2C(=O)c1ccc(F)cc1)c1c(F)cccc1F	4	4%	-2%	-2	3%	1	-3	-1.7%	8

In a second layout: entries from further up
Below each SMILES: D2 potentiator | Vif-A3F inh | GRP78 ERSR act | D1 potentiator | Vif-APOBEC3G blk | LDHA inh | D1 antagonist | RXFP1 ag | D1 agonist
Brc1ccc([C@H]2CN3CCSC3=N2)cc1
 : · | -1% | -1%&1% | · | 2% | -14 | · | · | ·
CCCCn1cnc(C(=O)OCC)c1N
 : -19 | 0% | 2% | -11 | -8% | -5 | -28 | 0.9% | 0
CN1CCN(c2nc3ccccn3c(=O)c2C=O)CC1
 : -4 | 7% | -6% | -3 | 1% | -10 | 17 | 8.3% | 2
CCn1cc(C(=O)NCc2cccs2)c(=O)c2cc(S(=O)(=O)N3CCOCC3)ccc21
 : 16 | -2% | -3% | -6 | -3% | 0 | -5 | 4.2% | 1
COc1ccc(-c2nnn(CC(=O)NCc3ccccc3)n2)cc1OC
 : 4 | -9% | -1% | -6 | -1% | -3 | 25 | 0.8% | -1
CC(C)N1CCN(Cc2coc3ccccc3c2=O)CC1CCO (centres undefined)
 : -8 | 2% | -6% | 2 | 1% | 0 | 11 | 0.3% | 5

(cont.)
SMILES	D2 potentiator	Vif-A3F inh	GRP78 ERSR act	D1 potentiator	Vif-APOBEC3G blk	LDHA inh	D1 antagonist	RXFP1 ag	D1 agonist
CCOC(=O)C1=C(CC)OC(N)=C(C#N)C1c1ccc(OC)c(OC)c1OC (centres undefined)	-5	-4%	1%	-6	0%	11	-32*	-0.2%	0
O=C(NCCc1ccccc1)c1sc2ncccc2c1-n1cccc1	-4	3%	2%	1	-2%	-3	6	1.1%	0
COc1ccc(S(=O)(=O)NCC(c2ccco2)S(=O)(=O)c2cccs2)cc1F (centres undefined)	-1	-19%	1%	-2	4%	-1	·	3.2%	4
CCOC(=O)C1=C(COC(=O)Cc2ccc(Br)cc2)NC(=O)NC1C (centres undefined)	5	2%	-5%	-5	0%	-3	1	-2.8%	1
Cc1cccc(C)c1NC1=NC(=S)N(c2ccc(C(=O)O)cc2)C12CCCCC2	-10	-1%	3%	9	7%	-1	12	0.4%	4
Cc1ccc(C(=O)Nc2cccc(C(=O)N3CCN(C)CC3)c2)cc1	3	-2%	1%	-3	0%	-5	4	0.3%	2
COC(=O)c1sc(NC(=O)CSc2nc3cccnc3n2C2CCCCC2)nc1C	-3	-2%	1%	-5	0%	4	3	1.5%	1
COc1ccccc1-c1nc2c(c(SCC(=O)Nc3c(C)cc(C)cc3C)n1)Cc1c(CO)cnc(C)c1O2	5	1%	-1%	-3	-3%	-11	-4	2.3%	-1
CC(=O)Nc1ccc(OCC(O)CNC(C)C)cc1 (centres undefined)	·	-6%	-3%&-5%	·	1%	-5	·	·	·
COc1ccccc1OCC(=O)OCC(=O)NCCN1C(=O)CSC1=O	4	-3%	0%	2	-1%	0	11	-0.9%	1
CC(C)CCNC(=O)C1(O)c2ccccc2NC(=O)N1c1ccc(Cl)cc1 (centres undefined)	14	0%	-3%	2	2%	-8	13	-1.8%	9
CCc1ccc(NC(=O)CN(c2ccccc2)S(=O)(=O)N(C)C)cc1	0	1%	0%	-1	-9%	-1	-8	-0.9%	1
